Assay outcomes: PubChem, Broad Institute
IDE exosite FP – displaces the probe from the exo-site of human IDE; 17,000 compounds, 6.3% hits; z-score at 20 µM; purified IDE, FL-6b probe fluorescence polarization; hits give low values; AID 1259349; P14735;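 active = z-score of -3 or lower, meaning strong loss of probe binding signal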;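 also: His-tagged human IDE residues 42-1019 made in E. coli with 30 nM FL-6b probe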
Target sequence (P14735 42-1019 limits assumed): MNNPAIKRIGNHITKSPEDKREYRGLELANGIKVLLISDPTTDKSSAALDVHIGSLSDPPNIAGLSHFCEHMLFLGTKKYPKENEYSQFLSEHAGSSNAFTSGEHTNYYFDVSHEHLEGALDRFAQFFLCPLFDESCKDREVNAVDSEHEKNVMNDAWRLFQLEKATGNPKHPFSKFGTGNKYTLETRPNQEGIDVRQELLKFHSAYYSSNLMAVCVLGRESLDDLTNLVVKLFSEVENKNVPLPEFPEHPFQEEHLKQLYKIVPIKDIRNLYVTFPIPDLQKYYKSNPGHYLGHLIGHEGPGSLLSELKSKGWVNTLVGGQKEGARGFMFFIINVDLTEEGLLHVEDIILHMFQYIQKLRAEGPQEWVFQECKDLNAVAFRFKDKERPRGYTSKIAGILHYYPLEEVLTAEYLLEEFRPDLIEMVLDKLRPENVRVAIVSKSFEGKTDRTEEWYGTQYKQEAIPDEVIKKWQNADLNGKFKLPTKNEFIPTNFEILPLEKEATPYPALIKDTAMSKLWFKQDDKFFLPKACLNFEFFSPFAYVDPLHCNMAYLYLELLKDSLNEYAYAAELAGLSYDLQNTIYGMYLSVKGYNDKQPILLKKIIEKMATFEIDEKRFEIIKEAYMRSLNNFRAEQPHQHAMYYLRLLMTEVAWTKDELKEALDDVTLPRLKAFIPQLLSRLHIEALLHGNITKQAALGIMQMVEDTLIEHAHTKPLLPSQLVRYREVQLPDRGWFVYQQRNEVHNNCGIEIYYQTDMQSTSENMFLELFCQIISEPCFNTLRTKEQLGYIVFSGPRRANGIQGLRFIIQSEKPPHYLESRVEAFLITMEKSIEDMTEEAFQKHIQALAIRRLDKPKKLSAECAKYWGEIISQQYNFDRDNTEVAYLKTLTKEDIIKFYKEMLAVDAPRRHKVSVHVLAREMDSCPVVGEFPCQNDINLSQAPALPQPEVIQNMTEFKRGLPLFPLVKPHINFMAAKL
* marks the source's active call; other numbers are inactive results; & = joins results of further samples.

IDE exosite FP | molecule
-1.27 | C[C@H]1CN([C@@H](C)CO)C(=O)c2ccccc2-c2ccccc2CO[C@H]1CN(C)C(=O)[C@@H](Cc1ccccc1)N(C)C
1.3 | COc1ccc2c3c([nH]c2c1)[C@@H](CO)N(C(=O)C1CC1)CC31CCN(C(=O)c2ccncc2)CC1
-5.46* | N#C[C@H]1[C@H](c2ccc(C#Cc3ccccc3F)cc2)[C@@H](CO)N1C(=O)c1cccnc1
2.16 | O=C(NCC[C@@H]1CC[C@H](NC(=O)c2ccncc2)[C@H](CO)O1)Nc1ccc(Cl)cc1
-0.621 | CN1C(=O)c2cc(NC(=O)Cc3cccs3)ccc2OC[C@H]2O[C@@H](CC(=O)N[C@H]3CCN(Cc4ccccc4)C3)CC[C@@H]21
0.121 | CC(=O)NC[C@@H]1[C@H](c2ccc(-c3ccccc3F)cc2)[C@H](CO)N1C(=O)C1CC1
0.0919 | C/C=C/c1cnc2c(c1)C(=O)N([C@@H](C)CO)C[C@@H](C)[C@H](CN(C)CC1CCOCC1)O2
1.58 | Cc1ccc(-c2ccc([C@@H]3[C@H](CO)N4C(=O)CN(C(=O)c5ccccc5)C[C@@H]34)cc2)cc1
-0.633 | O=C(Nc1ccc2c(c1)[C@H]1C[C@H](CC(=O)N3CCCCC3)O[C@H](CO)[C@H]1O2)NC1CCCCC1
-0.78 | O=C1CNC[C@@H]2[C@H](c3ccc(C#Cc4cccnc4)cc3)[C@@H](CO)N12
-0.597 | CNC[C@H]1OCCCC[C@@H](C)Oc2ccc(N)cc2C(=O)N([C@H](C)CO)C[C@@H]1C
-0.645 | O=C(Nc1cc(F)ccc1F)N1CC(=O)N2[C@H](CO)[C@@H](c3ccc(-c4ccccc4)cc3)[C@H]2C1
-1.74 | OC[C@H]1[C@H](c2ccc(-c3cccnc3)cc2)[C@@H]2CN(Cc3ccccn3)CCCCN12
1.51 | CN1CCN(C(=O)C[C@@H]2CC[C@@H]3[C@H](COC[C@@H](O)CN3Cc3cccc(-c4ccncc4)c3)O2)CC1
3.52 | CN1CCCCN2[C@H](CO)[C@H](c3ccc(C#CC4(O)CCCC4)cc3)[C@H]2C1
-2.39 | CC(=O)N(CC1CCC1)C[C@@H]1N[C@@H](CO)[C@H]1c1ccc(C2=CCCC2)cc1
-0.474&-0.81 | COc1cccc(NC(=O)N2[C@@H]3CNC[C@H]2C3c2ccc(-c3cccnc3)cc2)c1 (some centres undefined)
1.44 | CCS(=O)(=O)N1Cc2cc(C(=O)N(C)C)nc(-c3cccc(-c4ccc(C#N)cc4)c3)c2[C@@H]1CCO
4.41 | O=C(Nc1cc(F)ccc1F)N1CCCCN2[C@@H](CO)[C@@H](c3ccc(-c4ccncc4)cc3)[C@@H]2C1
-0.133 | C[C@H](CO)N1C[C@H](C)[C@H](CN(C)C(=O)Nc2ccc3c(c2)OCO3)OCCCC[C@H](C)Oc2ccc(NS(=O)(=O)c3ccc(F)cc3)cc2C1=O
-0.74 | CCS(=O)(=O)Nc1ccc2c(c1)C(=O)N(C)[C@H]1CC[C@H](CC(=O)N[C@@H]3CCN(Cc4ccccc4)C3)O[C@H]1CO2
3.52 | COc1ccc(S(=O)(=O)N2CCCCN3[C@H](C2)[C@H](c2ccc(C4=CCCC4)cc2)[C@@H]3CO)cc1
-4.47* | O=C(Nc1cc(F)ccc1F)N1CC(=O)N2[C@H](CO)[C@H](c3ccc(-c4cccnc4)cc3)[C@H]2C1
-1.26 | CCc1cnc(N2[C@H](CO)[C@@H](c3ccc(C4=CCCCC4)cc3)[C@@H]2C#N)s1

12 neighbouring entries already listed, quoted:
IDE exosite FP | molecule
-1.27 | C[C@H]1CN([C@@H](C)CO)C(=O)c2ccccc2-c2ccccc2CO[C@H]1CN(C)C(=O)[C@@H](Cc1ccccc1)N(C)C
1.3 | COc1ccc2c3c([nH]c2c1)[C@@H](CO)N(C(=O)C1CC1)CC31CCN(C(=O)c2ccncc2)CC1
-5.46* | N#C[C@H]1[C@H](c2ccc(C#Cc3ccccc3F)cc2)[C@@H](CO)N1C(=O)c1cccnc1
2.16 | O=C(NCC[C@@H]1CC[C@H](NC(=O)c2ccncc2)[C@H](CO)O1)Nc1ccc(Cl)cc1
-0.621 | CN1C(=O)c2cc(NC(=O)Cc3cccs3)ccc2OC[C@H]2O[C@@H](CC(=O)N[C@H]3CCN(Cc4ccccc4)C3)CC[C@@H]21
0.121 | CC(=O)NC[C@@H]1[C@H](c2ccc(-c3ccccc3F)cc2)[C@H](CO)N1C(=O)C1CC1
0.0919 | C/C=C/c1cnc2c(c1)C(=O)N([C@@H](C)CO)C[C@@H](C)[C@H](CN(C)CC1CCOCC1)O2
1.58 | Cc1ccc(-c2ccc([C@@H]3[C@H](CO)N4C(=O)CN(C(=O)c5ccccc5)C[C@@H]34)cc2)cc1
-0.633 | O=C(Nc1ccc2c(c1)[C@H]1C[C@H](CC(=O)N3CCCCC3)O[C@H](CO)[C@H]1O2)NC1CCCCC1
-0.78 | O=C1CNC[C@@H]2[C@H](c3ccc(C#Cc4cccnc4)cc3)[C@@H](CO)N12
-0.597 | CNC[C@H]1OCCCC[C@@H](C)Oc2ccc(N)cc2C(=O)N([C@H](C)CO)C[C@@H]1C
-0.645 | O=C(Nc1cc(F)ccc1F)N1CC(=O)N2[C@H](CO)[C@@H](c3ccc(-c4ccccc4)cc3)[C@H]2C1

Next records
IDE exosite FP | molecule
2.36 | COCC(=O)N1[C@@H](CO)[C@@H]2c3ccccc3N(C)C[C@@H]21
4.1 | O=C(c1cccc(F)c1)N1CCCCN2[C@H](C1)[C@H](c1ccc(-c3ccncc3)cc1)[C@@H]2CO
-1.67 | O=C(C[C@@H]1CC[C@H]2[C@@H](COC[C@@H](O)CN2C(=O)c2ccncc2)O1)Nc1ccc(-c2ccccc2)cc1
-1.09 | CN(C)C(=O)c1cc2c(c(-c3cccc(/C=C/c4ccccc4)c3)n1)[C@H](CCO)N([S@@](=O)C(C)(C)C)C2
-13.2* | CO[C@H]1CN(C)C(=O)c2cc(NC(=O)c3ccc(Oc4ccccc4)cc3)ccc2OC[C@@H](C)NC[C@@H]1C
0.168&-0.564 | C(=C\c1ccc(C2[C@@H]3CN(Cc4ccc5c(c4)OCO5)C[C@H]2N3)cc1)/c1ccccc1 (some centres undefined)
0.227 | C[C@H]1CN([C@@H](C)CO)C(=O)c2ccccc2-c2ccccc2CO[C@@H]1CN(C)Cc1ccccc1C(F)(F)F
2.51 | O=C(c1cccc(F)c1)N1CC(=O)N2[C@H](CO)[C@@H](c3ccc(C4=CCCC4)cc3)[C@H]2C1
-1.01 | CC(C)CC#Cc1ccc([C@H]2[C@H]3CN(S(=O)(=O)c4cccc(F)c4)CC(=O)N3[C@H]2CO)cc1
-0.0581 | COC(=O)C[C@@H]1CC[C@H]2[C@@H](COc3ccc(NC(=O)Nc4cccc(C#N)c4)cc3C(=O)N2C)O1
2.15 | O=C(Nc1ccc(F)cc1)N1CCCCN2[C@H](C1)[C@H](c1ccc(-c3cccc(F)c3)cc1)[C@@H]2CO
0.244 | COc1ccc(-c2ccc(C3[C@@H]4CN(C(=O)c5cnccn5)C[C@H]3N4)cc2)cc1 (some centres undefined)
2.16 | Cc1noc(C)c1S(=O)(=O)N(C)C[C@H]1OCCCC[C@H](C)Oc2ccc(NC(=O)CCC(F)(F)F)cc2C(=O)N([C@H](C)CO)C[C@@H]1C
2.31 | CCC(=O)Nc1ccc2c(c1)OC[C@@H](C)N(Cc1ccccc1)C[C@@H](C)[C@@H](OC)CN(C)C2=O
4.1 | O=C(Nc1ccccc1)N1CCCCN2[C@@H](CO)[C@@H](c3ccc(-c4ccncc4)cc3)[C@@H]2C1
0.463 | N#C[C@@H]1[C@@H](c2ccccc2-c2cccc(F)c2)[C@H](CO)N1C(=O)NC1CCCCC1
-14.1* | CC(=O)N1CCCCN2[C@H](C1)[C@@H](c1ccc(-c3cccc(C)c3)cc1)[C@@H]2CO
1.21 | CO[C@@H](CN(C)Cc1ccc(-c2ccccn2)cc1)[C@@H](C)CN(C(=O)Nc1ccc(F)cc1)[C@@H](C)CO
-0.43 | CCN(C[C@@H]1[C@@H](c2ccccc2)[C@H](CO)N1S(C)(=O)=O)C(=O)C1CCCC1
2.08 | O=C(NCC[C@H]1CC[C@H](NC(=O)c2ccccc2F)[C@H](CO)O1)c1cnccn1
0.598 | O=C(c1ccccc1)N1CC(=O)N2[C@H](CO)[C@@H](c3ccc(C4=CCCC4)cc3)[C@@H]2C1
3.77 | O=S(=O)(c1ccccc1F)N1CCCCN2[C@H](C1)[C@@H](c1ccc(-c3cncnc3)cc1)[C@@H]2CO
-0.0505 | N#C[C@H]1[C@@H](c2ccccc2C2=CCCCC2)[C@@H](CO)N1C(=O)Nc1ccccc1F
-0.587 | C[C@@H]1CN([C@@H](C)CO)C(=O)c2cc(C3=CCCC3)cnc2O[C@@H]1CN(C)C(=O)Nc1ccc(C(F)(F)F)cc1
-1.19 | O=C(Nc1ccccc1Cl)N1C[C@@H]2[C@H](c3ccccc31)[C@@H](CO)N2Cc1ccncc1
2.02 | N#C[C@@H]1[C@@H](c2ccccc2)[C@H](CO)N1S(=O)(=O)c1cccc(F)c1
1.24 | CCC(=O)N1[C@@H](CO)[C@@H](c2ccccc2)[C@@H]1CN(C)C(=O)c1ccccc1F
0.604 | C/C=C/c1ccc([C@H]2[C@H]3CN(C(=O)c4ccncc4)CC(=O)N3[C@H]2CO)cc1
1.93 | COc1ccc(C#Cc2ccc([C@H]3[C@@H](CO)N4CCCCN(C(=O)Nc5ccc(F)cc5)C[C@@H]34)cc2)cc1
-2.63 | COc1ccccc1-c1ccc([C@H]2[C@H]3CN(C(=O)CN4CCOCC4)CCCCN3[C@H]2CO)cc1
0.131 | O=C(C[C@H]1CC[C@H]2[C@@H](COC[C@@H](O)CN2C(=O)c2ccc(F)cc2)O1)N1CCCCC1
3.72 | C/C=C/c1ccccc1[C@H]1[C@@H](CO)N(C(=O)Nc2ccccc2)[C@H]1C#N
1.59 | CN1c2ccc(Br)cc2[C@@H]2[C@@H](CCN2C(=O)Cc2ccccc2)[C@H]1CO
0.918 | CCCNC(=O)N(C)C[C@@H]1[C@@H](c2ccccc2)[C@H](CO)N1C(=O)c1ccccc1
0.0442 | N#C[C@@H]1[C@@H](c2ccccc2)[C@@H](CO)N1C(=O)c1cc(Cl)cc(Cl)c1
-0.136 | O=C(NC1CCCC1)N1CCCCN2[C@H](CO)[C@@H](c3ccc(-c4cncnc4)cc3)[C@@H]2C1
-0.889 | Cc1ccc(-c2ccc([C@H]3[C@@H](CO)N4C(=O)CN(C(=O)c5ccncc5)C[C@H]34)cc2)cc1
-0.475 | CCCNC(=O)N1[C@@H](CO)[C@@H](c2ccccc2)C12CN(CCC(F)(F)F)C2
0.959 | CCCNC(=O)N1[C@H](C#N)[C@@H](c2ccccc2-c2ccccc2)[C@@H]1CO
1.58 | CC(C)NC(=O)N1[C@H](C#N)[C@H](c2ccc(-c3ccc(F)cc3)cc2)[C@@H]1CO
-0.39 | CCC(=O)N1CC(=O)N2[C@H](C1)[C@H](c1ccc(-c3ccc(C(=O)N(C)C)cc3)cc1)[C@@H]2CO
-2.94 | O=C1CN(Cc2ccccc2)C[C@H]2[C@H](c3ccc(Br)cc3)[C@@H](CO)N12
1.79 | CC(=O)N1[C@@H](CO)[C@H](c2ccccc2)[C@@H]1CN(C(=O)c1ccccc1)C(C)C
1.39 | O=C(NCC[C@@H]1CC[C@@H](NS(=O)(=O)Cc2ccccc2)[C@@H](CO)O1)C1CCCCC1
-2.65 | CN(C)CC(=O)N1[C@H](C#N)[C@@H](c2ccc(-c3ccccc3F)cc2)[C@@H]1CO
0.0595 | CC(C)C[C@@H]1COCc2cn(nn2)CC[C@H](C)C(=O)N1
2.06 | COCC#Cc1ccc([C@H]2[C@@H](CO)N3C(=O)CN(C(=O)C4CC4)C[C@H]23)cc1
2.16 | C[C@@H]1CN([C@H](C)CO)C(=O)c2cc(NS(C)(=O)=O)ccc2O[C@@H](C)CCCCO[C@@H]1CN(C)CC1CCCCC1
-0.0851 | C[C@@H]1CN([C@@H](C)CO)C(=O)CCCn2nncc2CO[C@H]1CN(C)C(=O)Nc1ccnc(N2CCOCC2)c1
1.05 | N#C[C@H]1N[C@@H](CO)[C@@H]1c1ccc(C#CC2CCCC2)cc1
-3.67* | N#C[C@H]1[C@@H](c2ccc(-c3ccccc3F)cc2)[C@H](CO)N1C(=O)c1ccccn1
3.12&4.34 | CN(C)C(=O)c1cccc(-c2ccc(C3[C@@H]4CN(S(=O)(=O)c5ccc(F)cc5)C[C@H]3N4)cc2)c1 (some centres undefined)
2.07 | COc1ccc(C#Cc2ccc([C@@H]3[C@@H](CO)N4CCCCN(C(=O)Nc5ccccc5)C[C@@H]34)cc2)cc1
-2.48 | Cc1noc(C)c1S(=O)(=O)Nc1ccc2c(c1)CC(=O)N([C@@H](C)CO)C[C@@H](C)[C@H](CN(C)Cc1ccc(Oc3ccccc3)cc1)O2
0.245 | C[C@@H]1CCCCO[C@H](CN(C)C(=O)C2CCCCC2)[C@@H](C)CN([C@@H](C)CO)C(=O)c2cc(NS(=O)(=O)c3ccccc3)ccc2O1
-5.97* | COc1cccc(-c2ccc([C@@H]3[C@@H](CO)N4CCCCN(C(=O)NC(C)C)C[C@@H]34)cc2)c1
-11.4* | CCS(=O)(=O)N1CCCCN2[C@H](CO)[C@@H](c3ccc(C#Cc4ccccc4OC)cc3)[C@@H]2C1
-0.464 | CCCC#Cc1ccc([C@@H]2[C@@H](CO)N3C(=O)CN(C(=O)Nc4cccc(F)c4)C[C@@H]23)cc1
1.3 | CN(C)CC#Cc1ccc([C@@H]2[C@@H](CO)N3CCCCN(CC4CC4)C[C@H]23)cc1
3.19 | CN(C)C(=O)c1cccc(-c2ccc([C@@H]3[C@@H](CO)N4C(=O)CN(C(=O)C5CCCCC5)C[C@H]34)cc2)c1

Other compounds:
IDE exosite FP | molecule
1.2 | CO[C@H]1CC[C@H]2CCOc3c(C#N)cccc3C(=O)N(C)C[C@H](OC)[C@H](C)C(=O)N(C)C[C@@H]1O2
0.469 | CNC[C@@H]1Oc2ccc(NS(=O)(=O)c3ccc(OC)cc3)cc2C(=O)N([C@@H](C)CO)C[C@H]1C
0.0544 | CN(C)C(=O)c1cccc(-c2ccc([C@@H]3[C@@H](CO)N4C(=O)CNC[C@@H]34)cc2)c1
0.325 | CCC(=O)NC[C@@H]1[C@H](c2ccc(-c3cccc(F)c3)cc2)[C@@H](CO)N1C(=O)CC
-0.361 | O=C(NCCN1CCCCC1)[C@@H]1N[C@@H]2c3ccc(-c4cccnc4)c(=O)n3C[C@@H]2[C@H]1CO

Not all compounds are listed, so the mix of outcomes need not match the whole.
